AI-2 QS mod: Vibrio harveyi AI-2 quorum sensing modulators, primary screen, JMH597 strain, luminescence/OD600 ratio; Vibrio harveyi JMH597 AI-2 luminescence/OD600 ratio, 9 h; stronger effect = lower value; strain lacks LuxN and CqsS sensors; 0 = neutral-control median; activity change, % at 7.5 µM; 300,000 tested, 0.4% active; AID 2094, 2009; in the data active = activity change below about -75%, passing the limit was not always enough;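 note: luminescence divided by OD600 gain over 9 h not by final OD600 alone; inactives centre near 13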
aSyn UTR inh: MLPCN primary screen, SNCA 5' untranslated region. alpha-synuclein 5'UTR reporter, inhibitor activity. inhibition, % (tested at 7.5 µM). 300,000 tested, 0.82% active. AID 1813, 2009; in the data active = inhibition above about 60%;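 note: H4 neuroglioblastoma cells stably carrying SNCA 5'UTR luciferase fusion; 0% = DMSO wells and 100% = positive control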
GSK3B inh: human GSK3beta kinase inhibitors, primary screen, biochemical, cell-free homogeneous, HTS; GST-GSK3beta kinase, ADP-Glo luminescence, 60 min; stronger effect = lower value; activity score (negative = inhibition), % at 10 µM; 300,000 tested, 0.038% active; AID 2097, 2009;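 active = more than half of replicate wells score below -50%, meaning over 50% inhibition versus plate controls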;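 note: 0% = median DMSO wells and -100% = median GW8510 positive control wells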
Target sequence (P49841 whole entry, looked up): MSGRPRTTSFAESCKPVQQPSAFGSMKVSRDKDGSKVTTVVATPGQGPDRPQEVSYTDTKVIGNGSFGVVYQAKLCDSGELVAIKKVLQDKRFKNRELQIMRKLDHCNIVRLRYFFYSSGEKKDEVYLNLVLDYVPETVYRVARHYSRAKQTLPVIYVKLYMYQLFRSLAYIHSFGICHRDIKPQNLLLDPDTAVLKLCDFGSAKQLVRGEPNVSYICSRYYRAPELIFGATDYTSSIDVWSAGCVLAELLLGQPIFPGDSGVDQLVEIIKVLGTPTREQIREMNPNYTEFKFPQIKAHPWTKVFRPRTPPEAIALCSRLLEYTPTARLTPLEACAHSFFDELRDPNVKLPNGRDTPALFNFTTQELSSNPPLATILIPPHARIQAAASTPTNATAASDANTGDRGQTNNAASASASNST
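test system = GST-tagged human GSK3beta kinase, cell-free | reagent = 25 µM ATP with peptide substrate | dosing = one dose of 10 µM per compound | schedule = 60 min reaction, RT | detection = luminescent ADP-Glo measurement of ADP formed | control set = DMSO neutral wells and GW8510 at 20 µM as positive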
KLF5 inh: KLF5 expression inhibitors, primary screen, DLD-1 cells, luminescence | DLD-1 KLF5 promoter-luciferase reporter | inhibition, % at 5 µM | 290,000 tested, 0.23% active;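 active = inhibition above a per-plate limit of that plate's mean compound inhibition plus 3 SD, cut at about 60% in these data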;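 note: 0% = DMSO wells and 100% = LY294002 at 200 µM; higher means less KLF5 promoter-driven luciferase light; inactives centre near -14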
HSF1 activator: HSF-1 activators, primary screen, NIH3T3-HGL cells, MG132 stress, luminescence, single point. AID 504408, 2011. NIH3T3-HGL HSF-1 luciferase reporter, 8 h; 100% = twice DMSO control signal. activation, % at 9 µM. 300,000 tested, 1.7% active;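 active = mean replicate activation of at least 50% with a set share of replicates each reaching 50%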;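 note: 0% = median of the neutral control wells and 100% = twice that signal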
HSP90 refold inh: HSP90 inhibitors, primary screen, cell lysate, luminescence; Heat shock protein HSP 90 (rabbit reticulocyte lysate; luciferase refolding); Rabbit reticulocyte lysate, luciferase refolding luminescence, 3 h; inhibition, % at 5.6 µM; 290,000 tested, 0.91% active;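 active = inhibition above the screen-wide mean plus 3 SD, computed separately per campaign, cut at about 16% in these data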;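 note: 0% = DMSO wells and 100% = 60 µM geldanamycin wells; inhibitors lower the luminescence because luciferase stays unfolded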
HSF1 inh: HSF1 inhibitors in luciferase reporter cells, primary screen, cell-based, NIH3T3, luminescence; AID 2098, 2009; 300,000 tested, 0.77% active; NIH3T3-HGL HSE-luciferase, MG132-induced, luminescence 8 h; stronger effect = lower value; activity change, negative = inhibition, % at 7.5 µM (by protocol);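 active = more than half of replicate wells show activity change below -50%, luminescence cut by over half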;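 note: luciferase reports HSF-1 transcriptional activity via heat shock element; 0% = median of DMSO wells and -100% = zero luminescence signal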
IEC-6 tox: cytotoxicity in IEC-6 intestinal epithelial cells, primary screen, cytotoxicity control for KLF5 inhibitor project, cell-based, luminescence. IEC-6 cytotoxicity, luminescence viability. inhibition, % at 5 µM. 290,000 tested, 0.78% active; in the data active = inhibition above about 22%;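 note: 0% = plate median of test compound wells and 100% = cytotoxic reference compound wells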
HIF activator: HIF pathway transcriptional activators, primary screen, cell-based, U2OS HRE-luciferase, luminescence. AID 1910, 2009. 300,000 tested, 0.32% active. activation, % at 7.5 µM (by protocol). U2OS HRE-luciferase reporter; normalized: DMSO 0%, desferrioxamine 100%;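 active = mean activation of at least 10% of the iron chelator positive control signal, with at least half of replicates also reaching 10%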
GSK3 alpha inh: blockers of GSK3A enzyme activity – biochemical, luminescence, cell-free homogeneous, HTS, primary screen. Glycogen synthase kinase-3 alpha (Homo sapiens), P49840. GSK-3 alpha kinase, ADP-Glo luminescence, 60 min. inhibition, % at 10 µM. 320,000 tested, 0.1% active;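 in the data active = inhibition above about 50%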;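 note: GST-tagged GSK-3 alpha with peptide substrate and 25 µM ATP; 0% = DMSO neutral wells and 100% = GW8510 positive control wells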
Target sequence (P49840 whole entry, looked up): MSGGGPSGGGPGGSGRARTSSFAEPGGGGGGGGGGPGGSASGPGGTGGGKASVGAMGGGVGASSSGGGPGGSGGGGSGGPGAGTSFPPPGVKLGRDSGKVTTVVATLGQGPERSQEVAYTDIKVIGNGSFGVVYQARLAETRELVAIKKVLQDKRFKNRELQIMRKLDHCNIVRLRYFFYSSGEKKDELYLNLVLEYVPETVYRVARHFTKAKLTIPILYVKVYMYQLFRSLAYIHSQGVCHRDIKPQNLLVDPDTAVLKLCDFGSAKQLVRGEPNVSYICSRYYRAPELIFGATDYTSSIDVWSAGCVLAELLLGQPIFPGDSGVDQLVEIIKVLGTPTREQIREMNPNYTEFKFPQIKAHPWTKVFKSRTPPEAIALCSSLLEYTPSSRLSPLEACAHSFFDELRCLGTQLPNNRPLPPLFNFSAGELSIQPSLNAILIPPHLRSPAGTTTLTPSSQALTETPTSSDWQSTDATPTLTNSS
Numbers without * were called inactive; x = no result given.

SMILES	AI-2 QS mod	aSyn UTR inh	GSK3B inh	KLF5 inh	HSF1 activator	HSP90 refold inh	HSF1 inh	IEC-6 tox	HIF activator	GSK3 alpha inh
O=C(CN1C(=O)NC2(CCc3ccccc32)C1=O)c1c[nH]c2ccccc12 (stereo not drawn)	18.5	-0.7	-0.4	x	-7.6	x	-2.0	x	0.1	-0.9
COc1ccc(/C=N\NC(=O)c2cc(O)c(O)c(O)c2)cc1CN1CCN(c2ccc(F)cc2)CC1	35.7	13.9	-4.4	1.5	-3.9	-3.5	-11.6	-1.8	0.1	-1.6
COc1ccc(NC(=O)c2cc(-c3ccccc3)oc2C)cc1	16.4	21.8	0.2	-14.3	-7.7	1.8	-4.9	-5.3	0.4	-6.4
COc1ccc(Nc2ncnc3scc(-c4ccc(OC)cc4)c23)cc1	15.6	-42.3	-0.6	-11.5	12.0	4.5	1.5	23.6*	1.6	-1.0
C=CCn1c(SCC(=O)c2cc(C)n(CC3CCCO3)c2C)nnc1-c1ccccc1 (stereo not drawn)	14.9	4.0	0.9	-5.5	9.3	-3.9	2.6	-2.0	-0.3	0.0
CCCCn1c(SCC(=O)NC(C)CC)nc2ccc(N3CCOCC3)cc2c1=O (stereo not drawn)	-3.8	-23.2	4.0	-14.7	3.1	-4.2	-2.0	-4.1	-0.2	-0.7
O=c1c(S(=O)(=O)c2ccc(Cl)cc2)cn(Cc2ccccc2F)c2ccc(F)cc12	25.7	14.7	1.5	-29.1	32.3	-3.2	15.2	-4.0	-0.1	-3.5
CCc1ccccc1NC(=O)CN(C)C(=O)Cn1cc(C(F)(F)F)cc(Cl)c1=O	20.2	4.7	-0.2	-3.2	6.3	-1.5	1.9	1.1	-0.1	-1.0
CC1(c2ccc(Cl)cc2)NC(=O)N(CC(=O)NC(=O)NCc2ccco2)C1=O (stereo not drawn)	-11.8	5.7	4.3	-15.7	32.8	1.0	-5.0	2.2	-0.6	-4.3
O=C(CN1CCN(Cc2ccccc2)CC1)N=Nc1c(O)[nH]c2ccccc12	34.7	49.7	0.4	-7.8	5.4	0.4	2.4	22.9*	-1.3	3.3
CCN(CC)CCNC(=O)c1ccc(CS(=O)(=O)c2ccc(Br)cc2)o1	8.4	-4.1	1.0	-29.8	2.1	4.0	-2.3	8.5	0.1	15.7
CCCCn1c(=O)c2c(nc3n2CCCN3Cc2ccccc2)n(C)c1=O	18.1	37.3	0.9	-3.6	15.3	-2.1	-5.3	4.2	0.3	x
O=C(Cn1c(=O)c2c3c(sc2n(Cc2ccccc2)c1=O)CCCC3)NCCO	-0.7	-15.1	-1.0	-41.1	5.1	11.8	-1.0	-0.3	-1.7	5.5
CCOC(=S)SCC(=O)Nc1nc(-c2ccc(Br)cc2)cs1	7.3	69.9*	1.1	-19.4	6.9	-1.5	6.8	-5.4	0.9	-1.5
CC1=[N+](C)c2ccc3ccccc3c2C1(C)C	23.4	1.5	-0.8	-19.8	13.9	2.3	1.0	-4.4	0.5	-0.7
CCOc1cc(/C=C2/C(=N)N3C(=NC2=O)SN=C3S(=O)(=O)CC)ccc1OC(=O)c1ccco1	5.4	11.7	x	-9.9	-5.3	0.8	-3.0	-4.7	1.4	-0.3
Cc1cc(C)c(C#N)c(SCc2cn3c(C)cccc3n2)n1	31.4	-104.4	-2.1	-8.1	18.9	0.4	3.8	-0.5	1.0	-2.0
CCCCn1c(=O)[nH]c(=O)c2c1nc(-c1ccc(C#N)cc1)n2C1CCCC1	1.0	39.8	-2.1	-6.5	-5.9	-0.1	-4.7	-1.1	-1.4	-3.4
CCOc1ccc(CN(C(=O)c2cc3ccccc3oc2=O)C2CCS(=O)(=O)C2)cc1 (stereo not drawn)	3.8	-78.0	1.9	-35.6	12.8	-2.8	1.0	2.7	4.2	-1.6
COc1ccc(CCNC(=O)[C@H](C)N2C(=O)N3CCc4c([nH]c5ccccc45)[C@@]3(C)C2=O)cc1OC	13.9	34.0	-0.3	-4.2	22.3	-5.0	11.8	-2.0	-0.3	2.0
CC(C)CCNC(=O)C(c1ccco1)N(Cc1cccs1)C(=O)Cn1nnc2ccccc21 (stereo not drawn)	-0.2	-8.7	4.0	1.4	13.8	-3.8	0.7	2.8	-0.2	x
O=C(C1CCCN(Cc2ccccc2F)C1)N1CCCC1 (stereo not drawn)	0.4	-8.0	1.6	-1.5	-26.3	-1.5	-7.9	1.5	-0.5	3.1
CNC(=S)NNC(=O)c1sccc1OCc1ccc(Cl)cc1Cl	18.9	-2.6	-5.6	-16.6	9.2	1.0	-3.2	3.6	0.2	-3.8
CCSc1nnc(NC(=O)c2cc(-c3ccc(C)c(C)c3O)n[nH]2)s1	2.1	5.3	1.2	-21.0	12.7	-0.1	11.2	1.5	0.0	x
Cc1ccccc1NC(=O)c1cc2ccccc2o1	6.2	-171.5	-2.7	-88.0	44.2	8.3	25.4	0.6	2.1	-1.3
COc1ccc(S(=O)(=O)NN(C)c2ncc(C(F)(F)F)cc2Cl)cc1	9.4	2.4	0.0	8.9	16.3	-3.0	10.4	0.3	0.0	4.1
Cc1ccc2c(c1)N(CCCC(=O)NCc1cccnc1)C(=O)CO2	13.2	1.9	2.8	3.6	0.1	-0.9	-3.7	7.3	-0.1	0.4
Cc1ccccc1NC(=O)CCCCCN1C(=O)[C@@H]2Cc3ccccc3CN2C1=O	-6.7	-10.4	0.5	5.4	11.9	3.7	7.1	0.5	1.2	3.7
COc1ccc([C@@H]2CC(=O)c3c(O)cc(O[C@@H]4O[C@H](CO[C@@H]5O[C@@H](C)[C@H](O)[C@@H](O)[C@H]5O)[C@@H](O)[C@H](O)[C@H]4O)cc3O2)cc1O	23.7	-1.7	4.1	1.0	-18.1	-3.4	-12.0	-0.9	-0.2	-6.3
Cc1cccc(-c2cccc(NC(=O)C3CCCN(C(=O)c4csc(C)n4)C3)c2)c1 (stereo not drawn)	3.8	-70.3	-2.1	-14.6	59.8*	-3.3	38.5	1.7	2.8	3.6
Cn1cccc1/C=C(\C#N)C(N)=S	13.3	16.0	-3.1	-35.0	-9.1	-0.5	-0.5	-6.5	-0.4	6.4
CN(C)S(=O)(=O)c1ccc(C(=O)NCC[N+]2(C)CCCCCC2)o1	-6.1	-10.4	5.8	-10.2	-13.8	-2.6	-3.9	-0.9	0.1	x
CCN(CCn1cccn1)Cc1cn[nH]c1-c1cccc2ccccc12	25.4	-16.8	1.2	-16.4	-1.2	-1.6	-1.3	5.0	-0.4	-1.0
COc1ccc(CN2CCN(C(=O)Cn3nc(C)n4cccc4c3=O)CC2)c(OC)c1OC	11.5	20.9	0.8	-28.9	13.6	-1.8	-5.2	0.2	-0.4	-0.4
O=C(NCc1ccc(F)cc1)c1cc(S(=O)(=O)N2CCCCC2)c[nH]1	8.6	29.4	1.2	-14.9	4.8	-2.8	8.8	2.0	-0.6	0.0
COc1ccc(NC(=O)CN(C)C(=O)c2ccc(NS(=O)(=O)c3ccc4[nH]c(=O)[nH]c4c3)cc2)cc1	x	-1.1	x	x	-5.9	x	0.0	x	0.2	0.8

Random excerpt: four records from the list, in no set order.
SMILES	AI-2 QS mod	aSyn UTR inh	GSK3B inh	KLF5 inh	HSF1 activator	HSP90 refold inh	HSF1 inh	IEC-6 tox	HIF activator	GSK3 alpha inh
CCN(CC)CCNC(=O)c1ccc(CS(=O)(=O)c2ccc(Br)cc2)o1	8.4	-4.1	1.0	-29.8	2.1	4.0	-2.3	8.5	0.1	15.7
CCCCn1c(=O)c2c(nc3n2CCCN3Cc2ccccc2)n(C)c1=O	18.1	37.3	0.9	-3.6	15.3	-2.1	-5.3	4.2	0.3	x
COc1ccc(S(=O)(=O)NN(C)c2ncc(C(F)(F)F)cc2Cl)cc1	9.4	2.4	0.0	8.9	16.3	-3.0	10.4	0.3	0.0	4.1
COc1ccc(NC(=O)CN(C)C(=O)c2ccc(NS(=O)(=O)c3ccc4[nH]c(=O)[nH]c4c3)cc2)cc1	x	-1.1	x	x	-5.9	x	0.0	x	0.2	0.8

Further entries.
SMILES	AI-2 QS mod	aSyn UTR inh	GSK3B inh	KLF5 inh	HSF1 activator	HSP90 refold inh	HSF1 inh	IEC-6 tox	HIF activator	GSK3 alpha inh
CCCCc1cc(=O)oc2c(CN(C)C)c(O)c(Cl)cc12	19.2	17.5	-2.0	4.1	14.6	-0.6	-8.3	-2.5	0.0	2.3
CCn1c(N)c(Br)c(=O)[nH]c1=O	12.1	-6.0	-3.3	-12.9	3.4	-0.2	-6.4	-4.6	0.2	-1.1
Cc1[nH]n(-c2ccc([N+](=O)[O-])cc2)c(=O)c1C=NCCN1CCN(C(=O)C(C)C)CC1	-5.9	-13.4	2.8	-15.9	-54.9	1.6	-48.3	15.0	-0.1	-0.4
CCN(CC(=O)NCc1ccc(Cl)cc1)CC(=O)Nc1ccc(C(N)=O)cc1	6.0	-2.2	0.1	-36.4	-10.0	-0.7	-3.1	-5.9	0.0	-2.0
COc1ccc(CN2CCOCC2)c(C)c1C	28.9	-3.0	3.5	2.0	-4.0	-1.1	-7.6	-2.8	-0.1	1.8
COC(=O)C1C(O)=C(C=NC2CCCCC2)C(=O)CC1(C)C (stereo not drawn)	5.2	14.6	-1.8	-22.9	-16.0	-3.1	-6.3	-8.6	-0.6	-2.6
O=C(O)COc1ccccc1/C=N/NC(=O)c1ccc(F)cc1	31.1	-7.3	1.7	-7.1	-20.2	2.8	-10.2	-2.0	0.4	-0.5
Cc1ccc(SCCC(=O)NC(C)(C)C)cc1	10.3	-33.5	-0.4	-45.7	0.4	4.9	13.2	-1.4	1.9	1.5
Cc1c(C(=O)c2cccc(F)c2)c2ccccn2c1CCC#N	56.0	38.7	-0.9	-35.8	-8.1	-5.7	-4.0	-0.4	-1.3	-0.7
COc1ccccc1OC(C)C(=O)N1CCc2ccccc21 (stereo not drawn)	14.9	-0.5	0.3	x	-10.4	x	-7.8	x	0.9	1.3
Cc1nn(C)cc1S(=O)(=O)N1CCN(c2ccccc2F)CC1	19.2	1.2	-5.1	-21.9	-2.2	-4.0	2.0	-3.0	0.0	0.6
CSc1ncccc1C(=O)NC1CCCCCCC1	4.0	1.3	3.1	-40.9	-13.0	0.6	3.7	5.0	0.1	-0.6
O=C(Nc1ccccc1)Nc1nnc(Cc2ccc(F)cc2)s1	14.7	-32.8	-3.2	8.7	18.7	-2.4	7.5	-6.1	-35.3	7.4
Cc1oc(-c2cccs2)nc1CN1CCN(C(C)C)C(CCO)C1 (stereo not drawn)	-0.2	-0.6	4.2	-26.2	6.7	-4.8	-0.6	0.8	-0.9	-0.2
CC(C)Cn1c(=O)c(C(=O)Nc2ccncc2)c(O)c2ccccc21	17.5	65.8*	-0.1	x	16.6	x	2.1	x	-0.2	-2.3
Cc1cc(C(=O)NNc2ccc(F)cc2)no1	0.6	25.6	-1.4	11.8	15.1	1.1	-3.7	8.1	0.1	-1.1

Screening results from PubChem.
